Phagocytosis inh: inhibitors of macrophage phagocytosis, primary screen, imaging, J774A.1 cells, IgG beads. J774A.1 macrophage IgG-bead phagocytosis. inhibition, % at 5 µM. 110,000 tested, 0.07% active. AID 1029, 2008;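 active = inhibition above the mean of the plate negative controls plus 5 SD, cut at about 13% in these data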;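 note: phagocytic index as fraction of beads internalized from green versus red external bead signal; plate controls were DMSO negative control for no effect and cytochalasin-D positive control for full effect; some results beyond the cut were filed as inactive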
NPY-Y2 antag: NPY-Y2 receptor antagonists, primary screen, cell-based; Neuropeptide Y receptor type 2 (Homo sapiens), P49146; inhibition, % at 2.7 µM; 140,000 tested, 0.99% active; AID 793, 2007; NPY-Y2 expressing cells, antagonist mode; in the data active = inhibition above about 17%;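 note: 0% = vehicle with agonist challenge and 100% = reference antagonist with challenge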
Target sequence (P49146 whole entry, looked up): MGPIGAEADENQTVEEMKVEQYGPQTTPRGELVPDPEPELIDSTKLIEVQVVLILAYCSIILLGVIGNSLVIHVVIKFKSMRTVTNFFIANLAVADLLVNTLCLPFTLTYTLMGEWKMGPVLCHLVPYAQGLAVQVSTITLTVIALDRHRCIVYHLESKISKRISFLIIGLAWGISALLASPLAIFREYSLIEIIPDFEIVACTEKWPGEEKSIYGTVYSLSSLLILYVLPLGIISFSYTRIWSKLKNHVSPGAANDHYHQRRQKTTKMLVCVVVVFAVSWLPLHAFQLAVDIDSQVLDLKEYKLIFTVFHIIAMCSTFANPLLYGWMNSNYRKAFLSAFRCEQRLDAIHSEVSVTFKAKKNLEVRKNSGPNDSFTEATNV
PTEN del growth: growth suppression of PTEN-null HCT116, primary screen, cell-based, CellTiter-Glo; HCT116 PTEN-null viability, 60 h; hits give low values; viability, % at 10 µM; 140,000 tested, 1.2% active; AID 827, 2007;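 active = viability at or below a set limit, 4 SD under the median of all tested compounds, cut at about 3.7% in these data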;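 note: PTEN knockout HCT116 line with beta catenin targeted HCT116 as companion control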
HCT116 bCat-KO: primary screen for growth suppressors in beta-catenin knockout HCT116 cells (colon tumor, human). HCT116 beta-catenin knockout viability, CellTiter-Glo, 60 h; hits give low values. viability, % at 10 µM. 140,000 tested, 1.5% active;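 active = viability at or under a set limit, the compound median less 4 SD, cut at about 6% in these data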;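 note: 0% = Hyamine 1622 control at 20 µM and 100% = untreated cell control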
E-sel TNF inh: E-selectin induction blockers in HUVEC – imaging, immunofluorescence, high content, primary screen | HUVEC TNFa-induced E-selectin immunofluorescence | inhibition, % at 2 µM | 120,000 tested, 0.71% active;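 active = inhibition above the batch mean plus 3 SD, and confirmed as a hit on visual image review, cut at about 43% in these data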;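 note: 0% = TNF-stimulated DMSO wells and 100% = unstimulated control wells; not every result past the cut was called active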
Yeast life ext: compounds extending yeast replicative lifespan, primary screen, S. cerevisiae, OD615. AID 775, 2007. 130,000 tested, 0.68% active. inhibition of the nicotinamide effect, % at 10 µM. S. cerevisiae growth with nicotinamide; deaD strain in restrictive glucose medium;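 active = inhibition above a set limit, placed 3 SD over the median of all compounds, cut at about 26% in these data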;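 note: 0% = nicotinamide-treated wells and 100% = cells grown without nicotinamide; some compounds called inactive have numbers as strong as hits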
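assay system = DeaD-strain S. cerevisiae | measured by = absorbance at 615 nm | probe or stimulus = nicotinamide 1.5 mM | buffer or medium = CSMM-D glucose medium, restrictive | times = 48 h at 30 °C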
GALR2 blocker: GALR2 antagonists in receptor-expressing cells, primary screen | Galanin receptor type 2 (Homo sapiens), O43603 | antagonist mode | inhibition, % at 4 µM | 140,000 tested, 0.39% active | AID 828, 2007; in the data active = inhibition above about 27%;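 note: cells stimulated with galanin 1-16 at roughly its EC80; 0% = agonist challenge control and 100% = basal control without agonist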
BB579 growth dn: growth inhibitors of yeast BB579 in restrictive medium, primary screen, yeast lifespan-shortening project, S. cerevisiae | OD615, 48 h | inhibition, % at 10 µM | 140,000 tested, 0.51% active;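 active = inhibition above a set limit, 3 SD over the mean compound inhibition, cut at about 44% in these data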; note: inactives centre near -24
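Test system: DeaD yeast strain BB579 / Buffer or medium: restrictive glucose-based CSMM-D medium / Doses: single 10 µM dose / Schedule: 4 h cell preincubation, 48 h compound exposure, 30 °C humidified / Technique: culture absorbance at 615 nm / Controls: amphotericin B positive control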
MRP1 act: H69AR viability gain despite doxorubicin, primary screen, MRP-1 activator project, H69AR cells, CellTiter-Glo; AID 799, 2007; viability rescue; 140,000 tested, 0.61% active; viability increase, % at 10 µM;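 active = viability gain under doxorubicin at or above a set limit, the compound median plus 3 SD, cut at about 4.7% in these data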;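 note: MRP-1 overexpressing cells given doxorubicin 25 µM after compound pretreatment; 18-22 h compound pretreatment then 72 h with doxorubicin before readout; 0% = doxorubicin-only wells and 100% = vehicle-treated cells without doxorubicin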
Measles CPE: compounds protecting cells from measles virus cytopathic effect, primary screen, measles RdRp inhibitor project, single point, MLSMR library, absorbance. Measles virus-infected cells, CPE protection. protection (pct of control), % at 4 µM. 140,000 tested, 1.5% active; in the data active = protection mostly above about 24%, no sharp cut-off; inactive = mostly below about 26%; note: some compounds called inactive have numbers as strong as hits
An asterisk follows results filed as active; nt = no result given. An excerpt. The share of hits here may be higher or lower than overall.

SMILES	Phagocytosis inh	NPY-Y2 antag	PTEN del growth	HCT116 bCat-KO	E-sel TNF inh	Yeast life ext	GALR2 blocker	BB579 growth dn	MRP1 act	Measles CPE
COc1ccc(/C=C/C(=O)Nc2ccccc2C(=O)O)cc1OC	nt	2	105	102	nt	2	3	-14	2.3	14
O=C(CCN1CCC(c2ccccc2)C1)c1ccc2c(c1)OCCO2 (stereo unspecified)	-2	6	25	54	nt	16	-10	-84	-3.0	5
CN1CCN(CCC(=O)N2c3ccccc3Sc3ccc(C(F)(F)F)cc32)CC1	0	3	102	95	nt	2	5	-42	-2.9	11
CCOc1ccc(NC(=O)Cn2cc(C(=O)c3ccco3)c3ccccc32)cc1	0	1	95	88	6	-9	-17	-34	-2.0	12
Cc1cc(-c2ccccc2)nnc1NCCN1CCOCC1	nt	4	104	93	nt	5	1	-18	-2.1	22
CC(=O)NC(Cc1ccccc1)C(=O)O (stereo unspecified)	nt	2	96	96	-22	-5	-8	-45	-0.1	6
C/C=C(/C)C(=O)O[C@@H]1c2c(ccc3ccc(=O)oc23)OC(C)(C)[C@@H]1OC(=O)/C(C)=C\C	nt	16	27	22	nt	16	12	-51	-3.1	3
CN(C)CCOC(C)(c1ccccc1)c1ccccn1 (stereo unspecified)	nt	5	101	91	nt	4	11	-37	-1.0	5
CCN(CC)CCNC(=O)c1cc(Cl)c(N)cc1OC	nt	2	100	108	nt	10	10	-24	0.0	3
O=C(CCNNC(=O)c1ccncc1)NCc1ccccc1	nt	-2	87	94	nt	4	-7	-13	0.3	31
OCCN1CCN(CCCN2c3ccccc3Sc3ccc(Cl)cc32)CC1	nt	3	2.3*	1.5*	nt	-3	11	-27	-3.5	23
CC[N+](C)(CC)CCOC(=O)C(O)(c1ccccc1)C1CCCCC1 (stereo unspecified)	nt	2	102	96	nt	5	6	-39	-0.2	14

A portion from the list above:
SMILES	Phagocytosis inh	NPY-Y2 antag	PTEN del growth	HCT116 bCat-KO	E-sel TNF inh	Yeast life ext	GALR2 blocker	BB579 growth dn	MRP1 act	Measles CPE
O=C(CCN1CCC(c2ccccc2)C1)c1ccc2c(c1)OCCO2 (stereo unspecified)	-2	6	25	54	nt	16	-10	-84	-3.0	5
CN1CCN(CCC(=O)N2c3ccccc3Sc3ccc(C(F)(F)F)cc32)CC1	0	3	102	95	nt	2	5	-42	-2.9	11

Further structures
SMILES	Phagocytosis inh	NPY-Y2 antag	PTEN del growth	HCT116 bCat-KO	E-sel TNF inh	Yeast life ext	GALR2 blocker	BB579 growth dn	MRP1 act	Measles CPE
C[C@]12CCC(=O)C=C1CC[C@@H]1[C@@H]2CC[C@@]2(C)[C@H]1CC[C@]2(O)C(=O)CO	nt	1	96	76	nt	0	-11	-41	-0.9	45
CCOc1ccc(C(=O)OCCN(CC)CC)cc1	-1	3	105	98	10	-3	-7	-27	0.2	2
Oc1ccc(/C=C/c2cc(O)cc(O)c2)cc1	nt	1	83	98	nt	3	2	-39	-2.3	22
CC(COc1ccccc1)NC(C)C(O)c1ccc(O)cc1 (stereo unspecified)	nt	4	96	91	nt	7	-4	-26	-2.0	17
Cc1nc2ccccn2c(=O)c1CCN1CCC(C(=O)c2ccc(F)cc2)CC1	nt	2	81	80	-16	4	7	12	-1.1	20
c1ccc(CC2=NCCN2)cc1	0	5	90	101	5	0	-5	13	-1.6	8
O=C(NCCc1c[nH]c2ccccc12)c1cccnc1	-2	-1	103	92	0	-6	10	-21	-1.7	74*

Of the compounds above, six have nitrogen in an aromatic ring:
SMILES	Phagocytosis inh	NPY-Y2 antag	PTEN del growth	HCT116 bCat-KO	E-sel TNF inh	Yeast life ext	GALR2 blocker	BB579 growth dn	MRP1 act	Measles CPE
CCOc1ccc(NC(=O)Cn2cc(C(=O)c3ccco3)c3ccccc32)cc1	0	1	95	88	6	-9	-17	-34	-2.0	12
Cc1cc(-c2ccccc2)nnc1NCCN1CCOCC1	nt	4	104	93	nt	5	1	-18	-2.1	22
CN(C)CCOC(C)(c1ccccc1)c1ccccn1 (stereo unspecified)	nt	5	101	91	nt	4	11	-37	-1.0	5
O=C(CCNNC(=O)c1ccncc1)NCc1ccccc1	nt	-2	87	94	nt	4	-7	-13	0.3	31
Cc1nc2ccccn2c(=O)c1CCN1CCC(C(=O)c2ccc(F)cc2)CC1	nt	2	81	80	-16	4	7	12	-1.1	20
O=C(NCCc1c[nH]c2ccccc12)c1cccnc1	-2	-1	103	92	0	-6	10	-21	-1.7	74*

Assay outcomes as filed in PubChem.
